Compound activity: PubChem BioAssay, The Scripps Research Institute Molecular Screening Center
OXTR potentiate: potentiators of human oxytocin receptor; P30559; CHO-OTR cells, Fluo-8 calcium fluorescence, potentiator mode; 0% = oxytocin EC15, 100% = EC100; activation, % at 3 µM; 320,000 tested, 0.061% active; AID 2445;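 active = activation above that plate's cutoff, the mean activation of tested compounds plus 3 SD, cut at about 6.6% in these data, passing the limit was not always enough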;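 also: 100% uses oxytocin at 75 nM as the full agonist control; some results filed as inactive read as strong as hits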
Target sequence (P30559 whole entry, looked up): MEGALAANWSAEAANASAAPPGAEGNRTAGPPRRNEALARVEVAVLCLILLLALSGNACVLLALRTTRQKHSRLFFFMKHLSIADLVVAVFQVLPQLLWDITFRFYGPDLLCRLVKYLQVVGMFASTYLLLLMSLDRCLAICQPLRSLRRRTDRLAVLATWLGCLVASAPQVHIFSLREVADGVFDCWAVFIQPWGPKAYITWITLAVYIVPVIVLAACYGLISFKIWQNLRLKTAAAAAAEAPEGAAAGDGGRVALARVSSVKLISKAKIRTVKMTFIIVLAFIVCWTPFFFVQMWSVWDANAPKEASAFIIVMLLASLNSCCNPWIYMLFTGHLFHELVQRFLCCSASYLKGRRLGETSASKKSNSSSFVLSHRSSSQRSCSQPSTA
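System: human OTR in CHO cells; Also added: sub-maximal oxytocin, roughly EC15; Timing: compound 6 min at room temperature before oxytocin, 100 s read; Technique: Fluo-8 intracellular calcium fluorescence, ex 470-495, em 515-575 nm; Controls: oxytocin EC15 low and EC100 high; Replication: singlicate.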
M1 ag parental: counter-screen for M1 agonists: effect in parental CHO-K1 cells. Fluo-8 calcium fluorescence; scaled to maximal ATP response, vehicle zero. activation, % at 3 µM. 360,000 tested, 0.48% active. AID 602248; in the data active = activation above about 15%;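 also: untransfected CHO-K1 host cells lacking M1 receptor as counterscreen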
CHO-K1 Ca antag: nonselective inhibitor or artifact in parental CHO-K1 cells. ATP-induced calcium, Fluo-8 fluorescence. inhibition, % at 3 µM. 360,000 tested, 0.6% active. AID 602250;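 active = inhibition above a per-plate cutoff, the plate's mean sample inhibition plus 3 SD, cut at about 24% in these data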;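 also: 0% = DMSO plus EC80 ATP and 100% = DMSO alone without ATP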
CHRM1 antagonist: antagonists of human M1 muscarinic receptor | AID 588852 | 360,000 tested, 1.3% active | inhibition, % at 3 µM | CHO-K1 hM1, Fluo-8 calcium fluorescence, ACh EC80 antagonist;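 active = percent inhibition above its own plate's cutoff, namely the mean of that plate's compound wells plus 3 SD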;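 also: peak over basal fluorescence ratio during 140 s after agonist addition; 0% = ACh EC80 plus DMSO and 100% = DMSO alone without agonist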
Target sequence (P11229 whole entry, looked up): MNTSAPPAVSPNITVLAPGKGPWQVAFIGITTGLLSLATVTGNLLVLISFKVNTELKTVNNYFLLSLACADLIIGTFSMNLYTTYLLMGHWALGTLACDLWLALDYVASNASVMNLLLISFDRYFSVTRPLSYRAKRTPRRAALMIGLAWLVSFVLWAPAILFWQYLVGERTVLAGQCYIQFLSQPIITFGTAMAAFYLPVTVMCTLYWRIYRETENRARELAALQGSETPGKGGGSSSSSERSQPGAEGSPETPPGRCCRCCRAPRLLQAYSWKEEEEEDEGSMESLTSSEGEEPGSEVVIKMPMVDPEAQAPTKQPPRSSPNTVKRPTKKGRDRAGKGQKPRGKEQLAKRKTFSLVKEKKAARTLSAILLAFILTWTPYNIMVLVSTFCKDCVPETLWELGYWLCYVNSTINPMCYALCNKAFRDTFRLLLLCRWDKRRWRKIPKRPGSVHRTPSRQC
TAAR1 antagonist: human TAAR1 antagonism | Q96RJ0 | CHO RD-HGA16 TAAR1, Fluo-8 calcium fluorescence, antagonist | inhibition, % at 3 µM | 360,000 tested, 1.5% active | AID 624466;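 active = inhibition above a per-plate cutoff, the mean inhibition of test compounds on that plate plus 3 SD, cut at about 49% in these data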;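 also: 0% = DMSO plus EC80 beta-PEA response and 100% = DMSO alone without agonist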
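Assay system: CHO-derived RD-HGA16 cells stably expressing human TAAR1 plus Gα16. Timing: 140 s kinetic read after compound, 140 s after agonist. Technique: kinetic Fluo-8 calcium fluorescence measurement. Measure: % inhibition of agonist calcium response.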
TAAR1 agonist: human TAAR1 agonism; CHO RD-HGA16 TAAR1, Fluo-8 calcium fluorescence; vehicle wells 0%, saturating PEA agonist 100%; activation, % at 3 µM; 360,000 tested, 0.99% active;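 active = activation above the mean activation of all test compounds in the run plus 3 SD, cut at about 38% in these data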
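Assay system – CHO-derived RD-HGA16 cells with stable Gα16 and human TAAR1 · Compound dosing – one-point dosing at 3 µM (nominal) · Incubation – 17-24 h seeding, 75 min 37 °C dye, 30 min RT · Measured by – kinetic Fluo-8 calcium fluorescence · Control set – DMSO vehicle as 0%, PEA at EC100 as 100% · Repeats – single well for each compound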
CHO parental Ca: counter-screen for OX1R antagonists: effect in parental CHO cells. AID 463079. parental CHO-K1, ATP-induced calcium, Fluo-8 fluorescence. 330,000 tested, 0.63% active. inhibition, % at 5.6 µM;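 active = inhibition above that plate's mean sample inhibition plus 3 SD, cut at about 26% in these data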;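 also: 0% = ATP-challenged DMSO wells and 100% = DMSO wells without ATP; some compounds past the cut are filed as inactive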
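Material: parental CHO cells / Compound: single nominal dose of 5.6 µM per compound / Signal: Fluo-8 fluorescence / Replicates: singlicate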
M1 PAM parental: M1 PAM counterscreen hit in parental CHO-K1 cells; ATP EC20, Fluo-8 calcium fluorescence; 0% at ATP EC20, 100% at ATP max; 360,000 tested, 0.02% active; activation, % at 3 µM;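 active = activation above the run cutoff, the mean activation of all test compounds plus 3 SD, cut at about 40% in these data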;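 also: peak over basal fluorescence ratio in a 140 s read after ATP addition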
M1 ag: agonists of human M1 muscarinic receptor; CHO-K1 hM1, Fluo-8 calcium fluorescence, agonist mode; 0% DMSO, 100% acetylcholine EC100; 360,000 tested, 0.33% active; AID 588814; P11229; activation, % at 3 µM;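 active = activation above the run's mean compound activation plus 3 SD, cut at about 16% in these data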;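 also: peak over basal fluorescence ratio within a 140 s kinetic read after compound addition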
* marks the source's active call; other numbers are inactive results; nt = not tested or not shown.

SMILES	OXTR potentiate	M1 ag parental	CHO-K1 Ca antag	CHRM1 antagonist	TAAR1 antagonist	TAAR1 agonist	CHO parental Ca	M1 PAM parental	M1 ag
CCSc1nc(-c2ccccc2)c2cc(Cl)ccc2n1	-1	0.5	-4	0	-7	0	4	12	-4
O=C(NC1CCCC1)C(c1ccncc1)N(C(=O)Cc1cccs1)c1ccc(F)cc1 (stereo not given)	-5	4.8	-10	0	12	6	-20	17	-7
O=C(NC1CCCCC1)c1nc(C2CCNCC2)oc1-c1ccccc1	nt	1.1	-22	-30	-2	3	nt	16	-4
O=C(O)c1ccc(Cl)c(NC(=O)C2CCCN2S(=O)(=O)c2cccc3nsnc23)c1 (stereo not given)	5	0.7	-11	-17	-18	2	2	18	-3
OC(c1ccc(-c2ccccc2)cc1)c1ncc(-c2cccc(F)c2)[nH]1 (stereo not given)	nt	0.6	0	6	5	1	nt	4	-3
COc1ccc(C(c2c(NC(=O)c3ccco3)sc(C)c2C)N2CCOCC2)cc1OC (stereo not given)	-3	0.1	-8	-2	-14	3	-23	6	0
Cn1c(COc2ccc(Cl)cc2Cl)nnc1SCC(=O)NCC1CCCO1 (stereo not given)	-13	0.6	-16	-9	-12	-3	-18	-2	-5
COCc1nnc(NC(=O)c2cc(Cl)ccc2OC)s1	0	0.6	-8	-13	9	10	-7	22	-5
CC(=O)CSc1nsc(SCC(C)=O)c1C#N	-9	-0.2	-6	-8	-2	-1	3	13	0
CC(OC(=O)Cc1coc2ccc3ccccc3c12)C(=O)NC(N)=O (stereo not given)	-4	3.3	-8	-3	26	6	11	9	-1
CCc1ccc(C(=O)CN2C(=O)NC3(CCCCCC3)C2=O)cc1	nt	0.8	2	-16	-13	2	nt	2	-6
COc1cccc(OCC(Cn2cnc3ccccc32)OC(C)=O)c1 (stereo not given)	-2	1.3	5	4	-4	8	-4	18	-7
CC(=O)Oc1ccc2c(c1)Oc1cc(OC(C)=O)ccc1C21OC(=O)c2ccccc21	-9	824*	101*	102*	nt	nt	101*	-12	974*
C/C(=N\NC(=O)C1COc2ccccc2O1)c1ccc(Cl)s1 (stereo not given)	-15	0.7	-16	-10	-3	0	2	18	-3
COc1ccc(C(=O)Nc2ccccc2C(=O)N2CCCCCC2)cc1	-12	-0.6	-4	-7	10	-2	-20	19	-5
O=C(COC(=O)c1cc(F)cc(F)c1)NCCCc1ccccc1	-8	3.0	-10	-12	-6	4	-28	10	-4
Cc1ccc(NC(=O)CC2OC(=O)c3ccccc32)cc1S(=O)(=O)N1CCCCCC1 (stereo not given)	-11	3.4	-10	6	26	10	-20	-11	-2
NS(=O)(=O)c1ccc(CCNC(=O)CNS(=O)(=O)c2cccc(Br)c2)cc1	-8	1.2	-17	0	2	0	-9	18	-4
O=C(OCc1ccccc1)N1CCC2CC1c1cc(-c3ccc(F)cc3)ccc12 (stereo not given)	nt	0.4	-9	-12	-36	4	nt	6	-2
CCn1c(C)nnc1SCC(=O)Nc1cccc(C(F)(F)F)c1	-1	0.8	-10	-22	-6	1	2	5	-2
CCOc1cc(CNc2nn[nH]n2)ccc1OCC(=O)NC(C)(C)C	2	0.5	-6	-10	-13	0	-4	-5	-2
COc1ccccc1[C@H]1C(c2ccccc2)=NN(c2ccccc2)[C@@H]1CO	nt	0.2	-3	-5	nt	nt	-18	10	-4
Cc1sc(NC(=O)c2ccccc2)c(C(=O)NCCN(C)C)c1C	0	0.3	-5	1	8	2	-20	14	-6
NCC(=O)Nc1ccc(Br)cc1	-11	0.9	-8	1	-9	3	-14	4	-4
CCc1ccccc1NC(=O)CN(C)C(=O)CSc1nnc(Nc2ccc(C)cc2)s1	-7	0.9	-12	2	-5	3	-32	16	-6
Cn1c(SCC(=O)N2CCOCC2)nc2c(c1=O)SCC2	-2	0.5	1	-5	-5	-1	-11	-15	-1
Nc1nnc(SCC(=O)OCC(=O)NC23CC4CC(CC(C4)C2)C3)s1	-10	4.8	-1	2	6	4	1	11	-5
CCCOc1ccc(-c2nn(-c3ccccc3)cc2/C=C2\SC(N)=NC2=O)cc1C	-1	0.5	-6	-10	-11	0	-2	12	-2
Nc1nnc(CCc2ccccc2)s1	4	0.5	-3	-5	14	2	-13	12	-3
NNC(=O)c1cc(NS(=O)(=O)c2cccs2)cc(NS(=O)(=O)c2cccs2)c1	-4	0.1	-11	-6	-10	2	-3	7	0
CN(C)S(=O)(=O)c1cccc(C(=O)NCCCn2ccnc2)c1	-12	1.1	0	-5	-19	1	-8	3	-7
Cc1ccc(O)c(Nc2ncnc3ccc([N+](=O)[O-])cc23)c1	2	0.3	9	-3	-31	1	-18	-16	-4
CCO[C@@H]1OC(C(=O)NCc2ccccc2)=C[C@H](C(C)(C)C)[C@H]1CCCO	-10	-0.1	-11	-16	8	10	-7	11	-6
CCn1cc(C(=O)NCC(OC)OC)c(=O)c2cc(S(=O)(=O)N3CCOCC3)ccc21	13*	0.7	-14	-13	2	1	-17	7	-2
CCCNC(=O)c1ccc(N2CCC3(CC2)CC(c2cccc(Br)c2)=NO3)c(NC(=O)c2ccc(Br)cc2)c1	4	1.0	-15	-6	7	7	-14	21	-3
CSc1ncc(Cl)c(C(=O)Nc2cccc(C)c2)n1	-3	-0.5	-4	2	-12	4	-14	18	-11
Cc1sc2nc(CN3CCCC3)nc(N3CCN(S(=O)(=O)c4ccccc4)CC3)c2c1C	-1	0.1	-16	25	-5	0	-13	25	-7
Cc1ccccc1N(C(=O)Cn1nnc(-c2ccc(F)cc2)n1)C(C(=O)NC(C)(C)C)c1ccncc1 (stereo not given)	-8	2.0	-14	-2	13	7	-8	20	-7
CN1CCc2c(sc(/N=C/c3c[nH]c4ccccc34)c2C#N)C1	-3	1.8	-3	-13	-21	5	7	9	-4
COc1ccc(Cc2nnc(NC(=O)c3cccc(C)c3)s2)cc1	-8	-0.1	15	-4	10	9	0	-17	-2
CCOc1ccccc1NC(=O)CSc1nnc(-c2cnccn2)n1CC	-3	0.8	11	-10	1	10	-9	9	1
CCOc1ccc(C2=Nn3cnnc3SC2)cc1	-6	0.2	5	12	1	13	-3	17	-7
Cc1ccc(S(=O)(=O)N(C)C[C@H]2Oc3ccc(NC(=O)Nc4c(C)noc4C)cc3CC(=O)N([C@@H](C)CO)C[C@@H]2C)cc1	-7	-0.1	-4	-4	6	7	9	13	0
C=CC[C@@H](CC(=O)N(CCO)Cc1ccccc1)C(=O)N[C@H](C)COC(=O)[C@@H](CC=C)Cc1ccc(F)cc1	-7	-0.8	-7	1	-28	6	-29	1	1
Cc1nn(-c2ccccc2)c(N)c1C(O)(C(F)(F)F)C(F)(F)F	-7	0.5	-9	-5	0	2	-2	25	-8
CCc1ccc(-c2nc(NC(=S)NC(=O)c3cccs3)sc2C)cc1	0	0.3	-6	-3	-6	3	5	1	-4
Cc1ccc(S(=O)(=O)N2CCN(C(=O)COC(=O)c3ccc(Br)o3)CC2)c(C)c1	-2	3.7	-4	2	-6	3	-14	8	-2
CCC[C@@H](CN1CCC[C@H]1CN1C(N)=NC[C@H]1C(C)C)N1C[C@@H]([C@H](C)CC)N(CCCC2CCCC2)C1=N	1	0.3	6	5	-4	1	-23	-3	-10
COc1cccc(CNC(=O)c2ccc(S(=O)(=O)N3CCCC3)cc2)c1	-11	2.7	1	-1	-11	13	-12	5	-3
CC(=O)c1ccc(OCc2cc(C(=O)N3CC4C[C@@H]5CC3C[C@H](C4)C5)no2)cc1	-13	3.4	15	8	10	15	-3	-17	0
Cc1ccc(C(=O)OCC(=O)c2ccccc2)cc1	-9	-0.2	-10	-8	-28	-1	1	12	-5
COc1ccc(CCNC(=O)CSc2nc3cc(Cl)ccc3o2)cc1OC	0	1.5	14	9	-16	5	-27	0	-1
Cc1ccc(S(=O)(=O)N2CCOC2CNC(=O)C(=O)NCCc2ccccc2)cc1 (stereo not given)	-3	2.9	-8	0	37	58*	-5	2	-1
CC1CC(C)CN(C(=O)COC(=O)c2ccc3c(c2)C(=O)N(Cc2ccco2)C3=O)C1 (stereo not given)	-7	2.5	4	9	21	2	-9	0	-4
O=C(NCC1CCCO1)c1cccnc1NCc1ccc(F)cc1 (stereo not given)	-9	0.7	7	5	0	1	-2	-9	-1
CNC(=O)/C(C#N)=C\c1ccc(CNS(=O)(=O)c2ccccc2)o1	-3	0.5	-1	-12	-25	6	-3	17	-4
CC(=O)N1CCN(S(=O)(=O)c2ccccc2)C1c1ccccc1 (stereo not given)	2	-0.1	7	-6	2	1	-12	0	-3
Nc1nc2ccc(Oc3ccccc3)cc2s1	nt	-0.4	13	-3	10	-2	nt	-6	-4
CC(=O)O[C@@H]1C[C@H]2C(C)(C)C(=O)C=C[C@]2(C)[C@H]2CC[C@@]3(C)[C@H](c4ccoc4)OC(=O)[C@H]4O[C@]43[C@@]21C	0	5.8	-1	-14	20	21	-6	14	-2
CCS(=O)(=O)C1=NN2C(=N)/C(=C\c3ccc(OCCOc4cccc(OC)c4)c(OC)c3)C(=O)N=C2S1	-12	-0.6	-5	-7	8	-1	6	-5	-1

New compounds follow.
SMILES	OXTR potentiate	M1 ag parental	CHO-K1 Ca antag	CHRM1 antagonist	TAAR1 antagonist	TAAR1 agonist	CHO parental Ca	M1 PAM parental	M1 ag
CCOC(=O)CCCCC(=O)c1[nH]c(=O)[nH]c1Cn1cnc2ccccc21	-6	-0.2	9	5	12	8	0	-11	-5
O=C1NC(Cc2ccc(O)cc2)c2nc3ccc(Br)cc3c(=O)n2-c2ccc(Cl)cc21 (stereo not given)	-4	nt	nt	nt	-24	8	-11	nt	nt
O=S(=O)(c1ccc2c(c1)CCCN2)N1CCCCC1	-9	0.5	5	-5	19	12	-2	-14	-8
O=C(Nc1ccc(Cl)cc1)c1ccco1	3	0.7	-4	-10	-2	6	-5	13	-2

Some of the entries above, set out differently.
CC(=O)Oc1ccc2c(c1)Oc1cc(OC(C)=O)ccc1C21OC(=O)c2ccccc21
  OXTR potentiate: -9	M1 ag parental: 824*	CHO-K1 Ca antag: 101*	CHRM1 antagonist: 102*	TAAR1 antagonist: nt	TAAR1 agonist: nt	CHO parental Ca: 101*	M1 PAM parental: -12	M1 ag: 974*
COc1ccccc1[C@H]1C(c2ccccc2)=NN(c2ccccc2)[C@@H]1CO
  OXTR potentiate: nt	M1 ag parental: 0.2	CHO-K1 Ca antag: -3	CHRM1 antagonist: -5	TAAR1 antagonist: nt	TAAR1 agonist: nt	CHO parental Ca: -18	M1 PAM parental: 10	M1 ag: -4
CCSc1nc(-c2ccccc2)c2cc(Cl)ccc2n1
  OXTR potentiate: -1	M1 ag parental: 0.5	CHO-K1 Ca antag: -4	CHRM1 antagonist: 0	TAAR1 antagonist: -7	TAAR1 agonist: 0	CHO parental Ca: 4	M1 PAM parental: 12	M1 ag: -4
